Compound activity: PubChem, several laboratories
ABHD5-PLIN5 inh = ABHD5-PLIN5 protein interaction inhibition; Split G. princeps luciferase complementation, luminescence, 4 h; Q00G26+Q8WTS1; inhibition, % at 4 µM; 360,000 compounds, 0.78% hits;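 active means inhibition above the mean inhibition across every tested compound plus 3 SD, cut at about 22% in these data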;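 further: 0% = DMSO only wells and the 100% control is not disclosed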
Target sequence (Q00G26 whole entry, looked up): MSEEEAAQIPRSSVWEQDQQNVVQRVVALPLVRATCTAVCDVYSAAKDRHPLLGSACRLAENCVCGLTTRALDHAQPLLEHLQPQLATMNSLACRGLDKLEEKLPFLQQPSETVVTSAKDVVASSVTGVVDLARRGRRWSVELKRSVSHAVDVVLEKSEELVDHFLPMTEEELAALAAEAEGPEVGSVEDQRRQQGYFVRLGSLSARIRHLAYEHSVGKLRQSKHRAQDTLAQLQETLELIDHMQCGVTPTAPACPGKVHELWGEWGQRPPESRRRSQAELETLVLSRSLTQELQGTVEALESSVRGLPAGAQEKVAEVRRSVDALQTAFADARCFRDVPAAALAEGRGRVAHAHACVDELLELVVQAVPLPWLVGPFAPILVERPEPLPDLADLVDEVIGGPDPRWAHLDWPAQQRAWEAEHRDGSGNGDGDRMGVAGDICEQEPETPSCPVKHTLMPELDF
Target sequence (Q8WTS1 whole entry, looked up): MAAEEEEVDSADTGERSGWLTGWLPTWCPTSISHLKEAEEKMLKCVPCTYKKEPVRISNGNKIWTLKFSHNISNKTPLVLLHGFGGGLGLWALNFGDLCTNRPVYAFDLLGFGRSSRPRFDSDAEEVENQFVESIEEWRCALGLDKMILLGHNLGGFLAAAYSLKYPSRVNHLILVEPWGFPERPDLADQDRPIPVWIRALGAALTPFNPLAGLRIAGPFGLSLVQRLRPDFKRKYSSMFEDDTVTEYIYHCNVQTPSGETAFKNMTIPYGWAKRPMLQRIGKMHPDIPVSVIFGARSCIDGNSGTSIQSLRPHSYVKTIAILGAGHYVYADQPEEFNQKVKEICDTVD
TLR9-MyD88 block = TLR9-MyD88 interaction inhibition; Q9NR96+Q99836; CHO BLA complementation TLR9-MyD88, CCF4 FRET ratio; inhibition, % at 4.98 µM; 340,000 compounds, 0.21% hits;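 active means inhibition above the mean over all tested compounds plus 3 SD, cut at about 21% in these data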;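 further: 0% = DMSO only wells and 100% = clavulanate BLA inhibitor control wells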
Glyco luc inh = N-linked glycosylation inhibition; D54 ERlucT glycosylation luciferase reporter, 24 h; percent of 100 nM tunicamycin response; reporter increase, % at 12.5 µM; 360,000 compounds, 0.23% hits; AID 588692;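 active means mean luciferase reporter signal, scaled so untreated is 0 and the glycosylation-blocking control 100, at or above a set limit in every replicate; inconclusive means mean reaches the limit but not every replicate does; inactive means mean below the limit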;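 further: luciferase carries N-glycosylation sites so blocking glycosylation raises the light; 0% = median of neutral control wells and 100% = median of 100 nM tunicamycin wells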
Vif inh = blocks HIV Vif function; HEK293T cells, Vif self-association by quenched fluorescence, imaging, 24 h; inhibition, % at 7.49 µM; 340,000 compounds, 0.35% hits; in the data active means inhibition above about 50%, passing the limit was not always enough; inconclusive means no clear call, values can overlap the other calls; inactive means below about 31%; further: some results filed as inactive read as strong as hits
NOD2-RIPK2 inh = inhibitors of human NOD2-RIPK2 interaction; AID 624267; 360,000 compounds, 0.38% hits; inhibition, % at 4.98 µM; CHO BLA complementation NOD2-RIPK2, CCF4 ratio; O43353; in the data active means inhibition above about 21%;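 further: 0% = vehicle only and 100% = reference blocker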
aDG glyco act = alpha-DG glycosylation activation. Pro5-aDG cells, alpha-DG glycosylation AlphaScreen (IIH6); 0% Pro5, 100% B10-LARGE cell signal. activation, % at 10 µM. 360,000 compounds, 0.22% hits;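 active means activation of at least 8% versus controls, or a plate z-score of at least 8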;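 further: Pro5 are CHO cells carrying HIG-tagged alpha-DG that lacks glycosylation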
ABCB6 inh MLPCN = blocks the human ABCB6 transporter; AID 602162; Q9NP58; 360,000 compounds, 0.19% hits; fluorescence ratio to DMSO, % at 10 µM; K562-ABCB6 porphyrin accumulation, flow cytometry, 1 h; active compounds read low;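 active means fluorescence ratio to DMSO below 75%, the collection mean minus 3 SD; inconclusive means too few cells collected in the well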;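 further: signal is porphyrin accumulated inside mitochondria; 100% equals median channel fluorescence of DMSO control wells; lower ratio means ABCB6 inhibition with less porphyrin fluorescence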
MC4R ag barr = agonists of human melanocortin 4 receptor (MC4R) beta-arrestin; U2OS MC4R beta-arrestin complementation, luminescence; percent of melanotan II response, DMSO zero; 360,000 compounds, 0.98% hits; activation, % at 8.9 µM;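 active means activation above a per-plate cutoff, the mean activation of sample wells on that plate plus 3 SD, cut at about 8% in these data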
Exocytosis inh = lytic granule exocytosis inhibition; 360,000 compounds, 0.66% hits; AID 651702; TALL-104 LAMP-1 surface exposure, flow cytometry; cells stimulated with thapsigargin and PMA; inhibition, % at 10 µM;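 active means inhibition above about 55%, limit read from the data; inconclusive means no clear call, values can overlap the other calls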
MC4R antagonist = human MC4R antagonism in cAMP assay; MC4R-expressing cells, MTII-stimulated cAMP, LANCE TR-FRET; 360,000 compounds, 0.48% hits; inhibition, % at 6.5 µM; AID 540295; P32245;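 active means inhibition above its plate's cutoff, the mean of tested wells on that plate plus 3 SD, cut at about 29% in these data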;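 further: 0% = Melanotan II alone and 100% = Melanotan II plus saturating MCL0020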
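material = U2OS cells stably expressing human melanocortin 4 receptor (MC4R) | also added = Melanotan II challenge | dosing = single nominal compound dose of 6.5 µM | detection = TR-FRET with Eu-cAMP and labeled anti-cAMP, 671 nm | replication = singlicate | timing = compound 30 min, challenge 1 h, detection 1 h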
* hit, by the source's call; u = inconclusive; x = not tested or not shown.

SMILES	ABHD5-PLIN5 inh	TLR9-MyD88 block	Glyco luc inh	Vif inh	NOD2-RIPK2 inh	aDG glyco act	ABCB6 inh MLPCN	MC4R ag barr	Exocytosis inh	MC4R antagonist
C/C(=N\NC(=O)c1cccc(S(=O)(=O)N2CCCC2)c1)c1ccccc1F	-4.4	-4.4	1.5	u	-2.4	0.5	93.0	-2.6	7.4	7.6
Cc1nnc(SC(C)C(=O)c2c[nH]c3ccccc23)n1C1CC1 (configuration not stated)	-4.7	-9.4	-1.2	x	4.6	0.2	100.0	0.2	-0.5	17.1
CCCCOC(=O)c1ccc(N/C(=N\S(=O)(=O)c2ccccc2)c2ccccc2)cc1	-6.2	-5.4	2.1	0.3	-1.0	1.0	96.0	1.1	-2.4	3.8
COc1ccc(OC)c(Nc2nc(-c3sc(N)nc3C)cs2)c1	-21.2	1.0	3.2	3.3	-6.1	-0.2	93.0	-0.6	-2.3	0.0
CCc1nc2ccc(C(=O)NC3CCN(Cc4ccccc4)CC3)cn2c1N(C)Cc1cc2ccccc2s1	12.5	x	-7.2	-0.5	-3.1	6.4*	99.0	4.0	59.4*	12.4
O=[N+]([O-])c1cc([N+](=O)[O-])c(Oc2cncc(Cl)c2)cc1NN1CCCCC1	-2.3	7.9	9.1	-0.8	-3.0	-0.3	101.0	-0.6	-3.3	5.0
Cn1c(C(=O)N2CCCC(C(=O)NCCCc3ccccc3)C2)cc2sccc21 (configuration not stated)	1.7	1.6	0.8	-3.5	-0.8	0.4	100.0	-0.1	1.6	1.6
CSc1ncnc2c1ncn2CC(=O)C1CCC2C3CCC4=CC(=O)CCC4(C)C3CCC12C (configuration not stated)	6.7	-5.3	14.7	-20.8	0.0	0.1	88.0	-2.0	48.6	3.3
CCCN(Cc1ccccc1)C(=O)Nc1ccc2c(c1)nnn2C	-3.5	-7.3	-7.3	x	-3.1	0.3	97.0	-1.2	-3.0	14.7
CCOc1ccccc1-n1c(SCC(=O)N2CCCC2)nnc1-c1ccc(O)cc1	-6.9	0.0	4.0	-4.6	-2.6	-0.1	101.0	-1.1	9.4	-5.7
CCOc1ccc(/C=N/NC(=O)c2cccc3ccccc23)c(OCC)c1	-4.5	-3.9	1.2	-2.1	-7.3	-0.1	102.0	1.1	-2.6	14.7
COc1ccc(-c2csc(Nc3ccc(S(N)(=O)=O)cc3)n2)cc1OC	4.5	-0.5	-3.3	-5.4	-4.5	0.0	94.0	-1.6	-1.3	2.8
CCOC(=O)N1CCN(C(=O)c2ccc3[nH]c(C)c(C)c3c2)CC1	6.2	-6.1	0.7	12.3	-6.6	0.2	94.0	0.5	-8.0	7.1
Nc1cc(S(=O)(=O)N2CCOCC2)ccc1N1CCCCC1	-10.7	-4.7	0.7	-5.1	-0.6	0.7	101.0	-1.4	6.4	18.6
CCC(=O)Nc1ccc(NC(=S)NC(=O)/C=C/c2ccco2)cc1	2.6	-8.6	4.3	u	2.4	0.0	102.0	-0.6	1.9	-1.2
CCN(CC)CCN1C(=O)C(=O)/C(=C(/O)c2ccc(S(=O)(=O)N3CCOCC3)cc2)C1c1ccc(C)cc1 (configuration not stated)	-10.3	7.8	0.9	2.7	-14.0	0.7	102.0	-1.6	-6.4	-4.2
CC(C)NC(=S)N/N=C/c1ccccc1[N+](=O)[O-]	2.4	-5.8	1.9	-0.5	4.4	0.3	100.0	-1.9	-0.4	1.2
CC1CCN(C(=O)CSc2nc3ccccc3c(=O)n2Cc2ccc3c(c2)OCO3)CC1	0.4	-1.5	-5.2	-19.2	-8.7	0.6	94.0	-0.9	-0.4	2.7
Cc1cc(C)c2c(N)c(C(=O)Nc3cccc(C)c3C)sc2n1	2.4	-1.5	11.2	-5.0	0.0	0.2	98.0	-1.4	34.9	-10.4
O=C(N/N=C/c1ccccc1C(=O)O)C(=O)N1CCCCC1	-4.3	-8.5	1.5	4.4	-5.5	0.1	97.0	-0.4	-1.5	-6.2
CCOC(=O)CNC(=O)c1cccs1	-1.5	-20.9	2.5	0.0	0.2	-0.2	87.0	-2.6	2.9	-3.7
Nc1cc(SCc2ccc([N+](=O)[O-])cc2)ncn1	11.1	-6.6	-2.0	-9.0	-2.9	-0.2	101.0	-2.4	3.3	-8.8
O=c1[nH]ncc2c3ccccc3n(Cc3ccccc3)c12	6.6	-8.4	-4.5	-14.8	2.8	0.2	95.0	-1.9	-1.2	-4.5
CCn1c(Cc2ccccc2)nnc1SCC(=O)Nc1ccc(N)cc1	-5.7	-7.2	-1.3	-0.6	-2.3	0.0	128.0	-1.5	-0.3	5.4
O=C(CSc1nc2ccccc2c(=O)n1NC(=O)c1ccccc1)c1ccccc1	-0.4	-6.6	-8.3	-3.5	-6.5	-0.1	95.0	-0.6	1.0	-6.9
CCc1ccc([C@H]2C(C(=O)O)=C[C@@H](CC3CCCC3)N2S(=O)(=O)c2ccc(C)cc2)cc1	6.1	1.6	0.5	x	-8.7	0.1	101.0	5.0	2.1	-5.0
COc1ccccc1N(C)S(=O)(=O)c1ccc(C(=O)NCC2CCCCC2)cc1	-8.8	-8.9	-3.9	-10.2	-1.6	0.2	101.0	-1.7	-3.4	5.0
O=C(CCN1CCOCC1)Nc1ccc2c(c1)N(C(=O)CN1CCOCC1)c1ccccc1CC2	2.6	7.0	2.4	5.1	-1.8	-0.1	101.0	0.8	3.4	0.0
O=C(c1cccs1)c1no[n+]([O-])c1C(=O)c1cccs1	-2.4	-2.7	22.8	2.4	-5.2	0.0	83.0	17.4*	82.0*	4.7
CC1Cc2nc(SCC(=O)OCc3ccccc3)n(C)c(=O)c2S1 (configuration not stated)	-2.3	-4.5	1.4	-4.8	-0.3	0.1	92.0	0.0	-3.5	-0.9
COc1cc(OC)cc(-c2c(-c3ccc(F)cc3)c3cc(-c4ccc5c(c4)OCCO5)ccc3n2C)c1	14.7	-3.8	3.8	-0.5	4.7	-0.3	100.0	-1.0	-1.2	25.6
Cn1sccc1=O	-5.1	-4.1	-2.0	22.4	4.0	0.1	93.0	-1.3	21.6	-2.8
Cc1[nH]n(-c2ccc(F)cc2)c(=O)c1/C=N/c1sc2c(c1C#N)CCCC2	-22.1	-5.4	-0.8	-3.3	-30.5	0.2	86.0	0.1	0.8	13.2
c1ccc(Cc2nn3c(C4COc5ccccc5O4)nnc3s2)cc1 (configuration not stated)	-1.4	-3.7	-4.7	-3.7	1.5	0.0	104.0	3.0	-0.2	1.6
CCCCc1c(-c2ccccc2OC)ncn1CCc1ccc(OC)cc1	5.2	x	x	x	14.7	0.7	115.0	x	0.1	x
CCCc1cc(-n2ccnc2)n2c(nc3ccccc32)c1C#N	0.9	3.2	2.5	-4.4	-1.1	0.2	119.0	1.2	-0.5	-0.6
CC(C)(C)C(=O)Nc1ccccc1C(=O)Nc1ccccn1	5.9	-1.4	-1.7	x	5.5	-0.2	98.0	0.6	0.9	-1.7
COc1ccc(OC)c(C(=O)c2ccc(C(=O)Nc3ccc(NC(C)=O)cc3)cc2)c1	-1.6	-2.6	-2.4	30.3	-10.1	-0.3	103.0	5.1	0.3	-1.4
CCC(=O)N=c1sc2c(OC)ccc(OC)c2n1C	-4.3	7.0	2.7	-4.9	-6.6	-0.1	98.0	1.9	1.9	4.3
O=C(NCc1cccnc1)c1ccc(NS(=O)(=O)c2ccc(F)cc2)cc1	0.1	-2.1	-2.0	-6.9	-11.0	0.0	94.0	-3.0	-4.7	-0.2
Cc1sccc1/C=N/NC(=O)c1ccco1	6.9	-10.0	-0.7	3.1	-2.7	-0.1	95.0	-3.4	-5.4	7.2
Cc1ccc(-n2c(CCc3ccccc3)nnc2SCC(=O)NCc2ccccc2)cc1C	-0.5	-2.5	-2.3	-6.2	11.8	0.3	99.0	2.4	68.1*	3.2
CCCNC(=O)c1ccc(SCC(=O)N(CC)CC)c([N+](=O)[O-])c1	-8.6	-8.7	0.5	65.4*	-5.7	0.6	105.0	1.1	-0.8	-1.6
COc1ccc(/C=N/NC(=O)c2c([N+](=O)[O-])c(C)nn2C)cc1	5.2	-17.7	0.2	0.3	-0.3	-0.2	101.0	-1.3	-5.7	13.3
Cc1c(N=Cc2c(O)n(C3CCCCC3)c(=O)[nH]c2=O)c(=O)n(-c2ccccc2)n1C	-2.8	-5.3	-1.0	-15.4	-3.0	0.0	112.0	3.2	-3.3	17.7
Cc1cc2c(cc1C)N(Cc1ccccc1)C1=NCCCN12	1.6	8.3	3.6	-0.9	-7.4	0.2	95.0	0.7	1.7	-0.5
Nc1ccccc1SC(C[N+](=O)[O-])c1ccccc1 (configuration not stated)	20.2	5.0	-1.3	4.0	6.8	0.1	97.0	0.3	13.9	-4.6
Cc1nc2cc(NS(=O)(=O)c3ccccc3F)ccc2s1	1.9	-0.8	1.0	0.0	-3.5	-0.1	98.0	-2.0	-0.3	-5.3
O=C(NCc1ccccn1)c1cc(-c2ccccc2Cl)on1	-0.1	0.4	-4.4	18.6	2.5	0.3	103.0	0.8	-2.4	12.6
COc1ccc(CC(=O)NC(=S)NNC(=O)COc2c(C)cccc2C)cc1	-11.5	6.8	-0.8	7.1	5.8	0.0	u	-4.1	1.9	-3.9
O=C(Nc1nccs1)c1cc(S(=O)(=O)N2CCCCC2)ccc1Cl	1.2	-2.5	1.3	x	-10.6	-0.1	198.0	-0.6	-0.3	6.1
O=C(CCC1CC(=O)Nc2ccccc21)NCc1ccc(F)cc1 (configuration not stated)	0.7	9.1	1.5	18.7	-7.4	0.2	103.0	-0.1	3.9	-5.4
O=C(/C=C/c1ccc(S(=O)(=O)N2CCOCC2)cc1)N(CCO)Cc1ccccc1	-2.6	-3.2	-0.1	9.5	-12.6	-0.2	97.0	-3.3	-0.4	8.3
Cc1cc(C)c(C(O)c2ncc(-c3ccccc3Cl)[nH]2)c(C)c1 (configuration not stated)	-4.7	x	-2.1	x	-7.7	0.0	93.0	-0.9	3.1	-4.0
CC1(C)CC(NC(=O)c2cc(S(=O)(=O)N3CCOCC3)c(Cl)cc2Cl)CC(C)(C)N1	12.1	4.9	2.0	-2.6	-2.7	1.0	94.0	-0.1	-0.5	5.0
CCn1cc(C(=O)NCC(OC)OC)c(=O)c2cc(S(=O)(=O)N3CCCC3)ccc21	1.2	0.8	1.7	-0.2	3.6	0.5	96.0	-2.9	-0.3	-1.5
Cc1cccc(C)c1OCC(=O)N1CCc2ccccc2C1	12.9	-9.1	-2.2	-2.4	0.3	0.1	94.0	-1.0	1.0	0.1
Cc1onc(-c2ccccc2)c1C(=O)OCC(=O)N(CC(C)C)c1c(N)n(Cc2ccccc2)c(=O)[nH]c1=O	-6.1	-3.8	-0.3	-1.5	4.2	-0.1	104.0	0.0	-2.8	0.9
CCOC(=O)c1c(-c2ccc(C)o2)csc1NC(=O)CN(C)CC(=O)Nc1ccc(C)cc1	26.0*	-7.7	2.6	-1.6	15.9	-0.4	97.0	4.7	46.3	19.8

This is a subset; the hit share may differ from the screen's.
